Compound activity deposited in PubChem by National Center for Advancing Translational Sciences (NCATS).
Sm TGR block – inhibitors of Schistosoma mansoni thioredoxin glutathione reductase; purified TGR, DTNB reduction, TNB absorbance 405 nm; Potency, µM (doses to about 114 µM), for inactives: at the highest dose activity change, negative = inhibition, usual class: inhibitors; hit rate 3% among 360,000; AID 485364; note: potency is the fitted concentration of half-maximal effect; nearly all actives have a fitted effect of over 60% in size
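TGR 20 nM + NADPH 100 uM (dispensed conc.), cpd preinc 15 min RT; start with NADPH (500 uM addition) then DTNB (15 mM addition). Kinetic TNB absorbance, 405 nm filter. Four-parameter Hill fit across titration.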
AmpC no deterg – inhibitors of E. coli AmpC beta-lactamase without detergent; AID 485341; Potency, µM (highest dose often 57.1 µM), without a hit: at the highest dose activity change, negative = inhibition, most hits filed as inhibitors; P00811; hit rate 0.52% among 330,000; AmpC nitrocefin hydrolysis, absorbance 480 nm, 0.0001% Triton;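 note: potency is the fitted concentration of half-maximal effect; plate controls were no compound for no effect and no enzyme for full effect; nearly all actives have a fitted effect of over 20% in size; some results filed as inactive show a strong effect at the top dose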
Target sequence (P00811 whole entry, looked up): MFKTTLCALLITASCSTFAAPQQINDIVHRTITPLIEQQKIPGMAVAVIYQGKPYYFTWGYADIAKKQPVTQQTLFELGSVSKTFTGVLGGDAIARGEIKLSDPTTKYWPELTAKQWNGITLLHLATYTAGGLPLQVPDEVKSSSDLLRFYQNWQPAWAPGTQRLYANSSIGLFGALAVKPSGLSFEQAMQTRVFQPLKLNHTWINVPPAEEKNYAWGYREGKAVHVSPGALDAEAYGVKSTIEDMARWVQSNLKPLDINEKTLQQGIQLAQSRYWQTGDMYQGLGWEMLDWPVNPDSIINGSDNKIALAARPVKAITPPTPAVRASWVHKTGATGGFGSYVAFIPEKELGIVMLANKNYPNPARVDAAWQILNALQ
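20 mM phosphate pH 7.0 + 0.01% (detergent screen) or 0.0001% Triton X-100; 5.3 nM AmpC reagent; cpd preinc 15 min RT; nitrocefin (800 uM stock) to start; A480 q20 s × 4 min; Activity was normalised to no-enzyme and no-compound control wells.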
FBPA Giardia inh – inhibitors of Giardia lamblia fructose-1,6-bisphosphate aldolase; A8B2U2; Potency, µM (titrated, usually from 59.6 µM), for inactives: top-dose activity, negative = inhibition, hits mostly inhibitors; purified Giardia FBPA; hit rate 0.71% among 290,000; note: potency is the fitted concentration of half-maximal effect; nearly all actives have a fitted effect of over 55% in size
Target sequence (A8B2U2 whole entry, looked up): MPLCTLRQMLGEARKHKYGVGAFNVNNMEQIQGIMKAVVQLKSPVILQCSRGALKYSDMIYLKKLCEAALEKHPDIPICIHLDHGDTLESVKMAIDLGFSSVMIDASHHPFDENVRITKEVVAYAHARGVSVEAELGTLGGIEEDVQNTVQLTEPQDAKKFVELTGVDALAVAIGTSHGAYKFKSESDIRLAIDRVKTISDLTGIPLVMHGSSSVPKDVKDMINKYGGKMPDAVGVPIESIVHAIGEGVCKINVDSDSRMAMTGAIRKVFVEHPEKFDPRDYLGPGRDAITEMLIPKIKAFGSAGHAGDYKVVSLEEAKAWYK
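Giardia FBPA (40 nM reagent) was preincubated 10 min at RT with compound (up to 57.5 uM final), then substrate plus GAPDH/TPI/NAD/arsenate coupling system with diaphorase/resazurin was added; resorufin fluorescence (525/598 nm) was read after 20 min.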
HCMV antiviral – inhibitors of human cytomegalovirus. AID 1259415. activity change, negative = inhibition, % at 57.5 µM. hit rate 4.5% among 410,000. HFF cells, HCMV-luciferase reporter, 72 h; hits give low values; in the data active = activity change below about -60%; inconclusive = no clear call, values can overlap the other calls; inactive = above about -39%
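Steps: HFFs plated, 16 h 37C; compounds added; HCMV-luciferase added to MOI 1 PFU/cell; 72 h 37C; OneGlo reagent, 5 min room temperature; luminescence read, normalized to controls.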
HCV inh – blocks hepatitis C virus | Huh7.5.1 HCVcc-Cre infection, luciferase reporter, 44 h | Potency, µM (top dose mostly 41.8 µM), without a hit: at the highest dose activity change, negative = inhibition, actives largely listed as inhibitors | hit rate 3.4% among 340,000; note: potency is the fitted concentration of half-maximal effect
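A cell-based infection assay in which seeded cells (1,000 per well) receive test compound after 4 h, are inoculated with HCVcc-Cre at approximately 0.5 moi, and are incubated 44 h before luminescence detection.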
AmpC inh detg – inhibitors of E. coli AmpC beta-lactamase with detergent. P00811. AmpC hydrolysis of nitrocefin, absorbance 480 nm, 0.01% Triton. Potency, µM (highest dose often 114 µM), without a hit: at the top dose activity change, negative = inhibition, hits mostly inhibitors. hit rate 0.041% among 370,000;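 note: potency is the fitted concentration of half-maximal effect; 0% = no-compound wells and -100% = no-enzyme wells; nearly all actives have a fitted effect of over 25% in size; some results filed as inactive show a strong effect at the top dose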
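20 mM phosphate pH 7.0 + 0.01% (detergent screen) or 0.0001% Triton X-100; 5.3 nM AmpC reagent; cpd preinc 15 min RT; nitrocefin (800 uM stock) to start; A480 q20 s × 4 min; Activity was normalised to no-enzyme and no-compound control wells.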
* marks the source's active call; other numbers are inactive results; ? = inconclusive; / = not tested or not shown; [ ] = dose if it differs, or a comment. Unless noted, calls come from the whole dose curve; as a rule, active = well fitted curve in the direction sought with a large enough effect; inconclusive = small, poorly fitted or top-dose-only effect, or another doubt; inactive = no such curve, though single readings can be large; an effect the other way counts as inactive or inconclusive. Unless noted, % is set by controls: 0 for no effect and ±100 for the full control effect.

mol	Sm TGR block	AmpC no deterg	FBPA Giardia inh	HCMV antiviral	HCV inh	AmpC inh detg
CCCCN1C(=O)C(O)(c2ccccc2)c2cc(Br)ccc21 (stereo unspecified)	2%	-25%	-2%	9	-16%	-4%
COc1ccc(S(=O)(=O)N2CCOC2CNC(=O)C(=O)NCc2ccco2)cc1C (stereo unspecified)	?	14%	3%	-1	-8%	2%
Cc1cccc(C(=O)Nc2ccc(NC(=O)c3ccccc3)cc2)c1	-11%	-48%	-9%	29	?	-19%
COc1ccccc1NC(=O)CSc1nnc(COc2ccc(Cl)cc2)o1	3%	-6%	/	3	8%	4%
COc1cc(-c2nnc(-c3ccc(N4CCOCC4)cc3)o2)cc(OC)c1OC	-2%	-16%	-3%	74	?	2%
O=C(Nc1cccc2ccccc12)N1CCN(c2ccccc2)CC1	35%	3%	6%	-16	2%	7%
COc1ccc(/C=N/NC(=O)c2ccc(N)cc2)cc1Cn1cc([N+](=O)[O-])cn1	-2%	?	-1%	-5	?	-1%
CCOc1ccc(N(CC(=O)NC2CCCC2)C(=O)CSc2nnc(COc3ccccc3)o2)cc1	18%	27%	1%	?	22µM*	0%
CN(CC(=O)Nc1c(Cl)cccc1Cl)C(=O)CNC(=O)c1ccc2c(c1)OCO2	-4%	-13%	/	-15	-2%	-2%
C/C(=N\NC(=S)Nc1cccc(C)c1)c1cc2ccccc2o1	6%	1%[2.29 µM]	2%	-17	?	2%
CCc1cc(C(=O)N2CCCC(CO)(Cc3ccc(F)cc3)C2)n(C)n1 (stereo unspecified)	0%	107%[activator]	9%	-34	7%	4%
O=C(O)c1cccc(N/N=C/c2cccnc2)c1	7%	-13%	-12%	43	-3%	10%
COc1ccc(/C=C/C(=O)OCC(=O)NCCCc2ccccc2)cc1OC	/	39%	/	85	10%	/
O=C1C2=C(Nc3ccccc3SC2c2ccccc2C(F)(F)F)c2ccccc21 (stereo unspecified)	0%	/	/	-94*	/	17%
COC(=O)c1c(NC(=O)Cc2coc3ccc(C(C)C)cc23)sc2c1CCC2	-3%	/	/	16	/	-6%
Cc1c(NCc2cc(Cl)ccc2O)c(=O)n(-c2ccccc2)n1C	8%	-31%	/	32	2%	-6%
O=C(Nc1ccc(Br)cc1)/C(=C/c1cccc([N+](=O)[O-])c1)NC(=O)C1CCCCC1	4%	-30%	0%	-13	-22%	-2%
NC(=O)C1CCCN(C(=O)CCc2nnc(C3(c4ccc(Cl)cc4)CCC3)o2)C1 (stereo unspecified)	3%	50%	/	-30	40%[activator]	-11%
C/C(=N\NC(=O)c1nn(C)c(C)c1Br)c1ccc(NC(=O)c2ccoc2C)cc1	-9%	-3%	1%	?	?	-9%
CC(CNC(=O)COC(=O)c1cccs1)c1ccccc1 (stereo unspecified)	-5%	-27%	/	-40	7%	-14%
COC(=O)/N=C/c1c(NCc2ccccc2)nc2c(C)cccn2c1=O	0%	-13%	-14%	-5	-7%	-12%
C=CCc1ccc(OCCn2nnc3ccccc32)c(OC)c1	7%	3%	4%	63	?	-9%
CCCCc1nn2c(=O)cc(COC(=O)c3ccc(NC(=O)CCc4ccccc4)cc3)nc2s1	-7%	/	/	19	/	-3%
CC(=O)c1ccc(NC(=O)C(C)Nc2ccc(Cl)cc2)cc1 (stereo unspecified)	-1%	-12%	-3%	0	3%	4%
CC(NC(=O)c1cc(-c2ccc(Br)cc2)on1)c1ccccc1 (stereo unspecified)	16%	-21%	4%	?	-18%	2%
Cc1c(NS(=O)(=O)c2ccc(Br)cc2)c(=O)n(-c2ccccc2)n1C	-3%	-12%	0%	37	1%	6%
COc1ccc(C(=O)/C=C/C(=O)N(Cc2ccccc2)C(C(=O)NC2CCCCC2)c2ccncc2)c(O)c1 (stereo unspecified)	-2%	192%[activator]	-6%	?	-2%	-1%
O=C(CSc1nc2ccccc2s1)Nc1ncccn1	6%	-14%	5%	63	9%	-2%
CCOc1cc(NC(=S)NCc2ccccc2)c(OCC)cc1NC(=O)C(C)C	-15%	0%	-8%	-17	-12%	-6%
Cc1cc(NC(=O)Cc2ccccc2)cc(-c2nc3ccccc3o2)c1O	-1%	/	/	5	/	0%

The closing 2 records of the part above lead into the next:
mol	Sm TGR block	AmpC no deterg	FBPA Giardia inh	HCMV antiviral	HCV inh	AmpC inh detg
CCOc1cc(NC(=S)NCc2ccccc2)c(OCC)cc1NC(=O)C(C)C	-15%	0%	-8%	-17	-12%	-6%
Cc1cc(NC(=O)Cc2ccccc2)cc(-c2nc3ccccc3o2)c1O	-1%	/	/	5	/	0%
Cc1ccc(-c2nc3cc(NC(=O)Cc4ccc(Cl)cc4)ccc3o2)cc1	-5%	/	/	1	/	-1%
O=C(CN1C(=O)NC2(CCCC2)C1=O)NNC(=O)c1ccc(Cl)cc1	-4%	-5%	/	-37	22%	5%
Cc1ccc(-c2nc(CS(=O)CC(=O)NC3CCCC3)c(C)o2)cc1 (stereo unspecified)	22µM*	28%	4%	8	-19%	?
O=[N+]([O-])c1cc(Cl)ccc1N1CCN(c2cccc(C(F)(F)F)c2)CC1	-10%	-29%	2%	-30	-3%	-2%
Cc1ccc(NC(=O)O/N=C/c2cccc([N+](=O)[O-])c2)cc1	0%	-24%	0%	104	-8%	-3%
O=C(Nc1ccc2c(c1)OCCO2)c1cccc(S(=O)(=O)N2CCOCC2)c1	0%	-20%	2%	51	-24%	?
CC(C)(C)C(=O)Nc1ccc(NC(=O)c2ccco2)nc1	-8%	0%	2%	-96*	10%	-3%
CCOc1ccc(CN2CCN(Cc3ccon3)CC2CCO)cc1 (stereo unspecified)	-6%	-18%	-1%	3	-5%	-2%
COC(=O)C(Cc1ccccc1)NC(=O)CNS(=O)(=O)c1ccc(Br)cc1 (stereo unspecified)	0%	4%	3%	-32	11%	-9%
O=C(Nc1c(-c2cccs2)nc2ccccn12)c1ccccc1F	11%	-23%	1%	-23	0%	3%
COc1ccc2cc(-c3nnc(Nc4ccccc4)s3)c(=O)oc2c1	6%	/	/	5	/	-2%
COc1ccc(Cc2nc(C(=O)Nc3ccc(OC)cc3)cs2)cc1	5%	-20%	-1%	-18	?	2%
Cc1ccc(NS(=O)(=O)c2cc3c4c(c2)CC(=O)N4CCC3)cc1C	4%	-23%	/	?	?	1%
O=C(COc1c(CO)cc(Br)cc1CO)NC1CCCc2ccccc21 (stereo unspecified)	0%	-14%	16%	?	-2%	1%
COCc1c(C(=O)NCCOc2ccc(Cl)cc2)oc2ccccc12	-7%	3%	/	0	?	9%
COCCn1c(C)c(C(=O)O)sc1=S	5%	-18%	2%	-2	13%	1%
O=c1cc(-c2ccccc2)cc(-c2ccccc2)n1O	2%	-38%	/	-16	?	-9%
CCC(C)NC(=O)c1c2c(nc3ccccc13)C(=O)N(C1CCCCC1)C2 (stereo unspecified)	1%	/	/	7	/	7%
O=C(N/C(=C/c1ccc(Cl)cc1)c1nc2ccccc2[nH]1)c1ccco1	0%	-15%	6%	-22	11%	1%
CC(=O)OCCCNc1cc(SCc2ccco2)c2nonc2c1[N+](=O)[O-]	7.1µM*	-18%	-15%	10	0%	-9%
Cc1cc(S(=O)(=O)N2CCCCC2)c(C)s1	0%	-7%	19%	-13	5%	0%
CC(C)(C)N1CC(C(=O)Nc2ccc(C#N)cc2)CC1=O (stereo unspecified)	12%	-12%	3%	17	-3%	-16%
Cc1ccccc1C=Nc1ccccc1C(N)=O	-2%	-16%	-3%	-21	12%	-3%
O=[N+]([O-])c1ccc(S(=O)(=O)N/N=C/c2cccs2)cc1	-3%	-13%	1%	-39	3%	0%
CC1(C)OC(=O)N(CCc2ccccc2)C1(C)O (stereo unspecified)	-6%	-9%	-1%	-18	-2%	-14%
Cc1nc(Cc2nnc(SC(C)C(=O)Nc3cccc(C#N)c3)o2)cs1 (stereo unspecified)	-6%	-7%	/	/	1%[8.37 µM]	?
CSc1cccc(NC(=O)N2CCN(c3cc(-c4noc(C)n4)ccc3C)CC2)c1	7%	/	/	-13	/	-4%
Cc1c(Cl)cccc1NC(=O)CC(c1cccs1)N1Cc2ccccc2C1=O (stereo unspecified)	0%	/	/	-15	/	7%
CCNC(=O)CC1C(=O)N(c2ccc(C)cc2)C(=O)N1Cc1ccc(C)cc1 (stereo unspecified)	3%	/	/	-22	/	?

By substructure: those above with a nitro group on carbon (6)
mol	Sm TGR block	AmpC no deterg	FBPA Giardia inh	HCMV antiviral	HCV inh	AmpC inh detg
COc1ccc(/C=N/NC(=O)c2ccc(N)cc2)cc1Cn1cc([N+](=O)[O-])cn1	-2%	?	-1%	-5	?	-1%
O=C(Nc1ccc(Br)cc1)/C(=C/c1cccc([N+](=O)[O-])c1)NC(=O)C1CCCCC1	4%	-30%	0%	-13	-22%	-2%
O=[N+]([O-])c1cc(Cl)ccc1N1CCN(c2cccc(C(F)(F)F)c2)CC1	-10%	-29%	2%	-30	-3%	-2%
Cc1ccc(NC(=O)O/N=C/c2cccc([N+](=O)[O-])c2)cc1	0%	-24%	0%	104	-8%	-3%
CC(=O)OCCCNc1cc(SCc2ccco2)c2nonc2c1[N+](=O)[O-]	7.1µM*	-18%	-15%	10	0%	-9%
O=[N+]([O-])c1ccc(S(=O)(=O)N/N=C/c2cccs2)cc1	-3%	-13%	1%	-39	3%	0%

Four compounds drawn at random from those above, as already listed:
mol	Sm TGR block	AmpC no deterg	FBPA Giardia inh	HCMV antiviral	HCV inh	AmpC inh detg
Cc1ccc(-c2nc3cc(NC(=O)Cc4ccc(Cl)cc4)ccc3o2)cc1	-5%	/	/	1	/	-1%
Cc1c(Cl)cccc1NC(=O)CC(c1cccs1)N1Cc2ccccc2C1=O (stereo unspecified)	0%	/	/	-15	/	7%
Cc1cc(S(=O)(=O)N2CCCCC2)c(C)s1	0%	-7%	19%	-13	5%	0%
Cc1ccc(NS(=O)(=O)c2cc3c4c(c2)CC(=O)N4CCC3)cc1C	4%	-23%	/	?	?	1%
